HCMV antiviral: inhibitors of human cytomegalovirus. HFF cells, HCMV-luciferase reporter, 72 h; hits give low values. activity change, negative = inhibition, % at 57.5 µM. 410,000 compounds, 4.5% hits; in the data active = activity change below about -60%; inconclusive = no clear call, values can overlap the other calls; inactive = above about -39%
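Inhibition of viral replication was scored as loss of reporter luminescence in HFFs infected with HCMV-luciferase (MOI 1 PFU/cell) for 72 h; compounds tested at 2 doses, normalized to buffer and Salinomycin controls.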
HCV inh: HCV inhibition; Huh7.5.1 HCVcc-Cre infection, luciferase reporter, 44 h; Potency, µM (series often up to 41.8 µM), inactives show at the highest dose activity change, negative = inhibition, usual class: inhibitors; 340,000 compounds, 3.4% hits; AID 651820; also: potency is read from the fitted curve at half-maximal effect
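Luciferase read-out (15 sec integration) after a 15 min room-temperature substrate step quantifies HCVcc-Cre infection. Cells, 1,000 per well, had compound added 4 h post-plating, then virus at ~0.5 moi, and were cultured 44 h.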
AmpC detergent: blocks E. coli AmpC beta-lactamase in detergent assay; P00811; AmpC hydrolysis of nitrocefin, absorbance 480 nm, 0.01% Triton; Potency, µM (highest dose often 114 µM), inactives show at the highest dose activity change, negative = inhibition, actives largely listed as inhibitors; 370,000 compounds, 0.041% hits; AID 485294;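 also: potency is read from the fitted curve at half-maximal effect; 0% = no-compound wells and -100% = no-enzyme wells; nearly all actives have a fitted effect of over 25% in size; some results filed as inactive show a strong effect at the top dose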
Target sequence (P00811 whole entry, looked up): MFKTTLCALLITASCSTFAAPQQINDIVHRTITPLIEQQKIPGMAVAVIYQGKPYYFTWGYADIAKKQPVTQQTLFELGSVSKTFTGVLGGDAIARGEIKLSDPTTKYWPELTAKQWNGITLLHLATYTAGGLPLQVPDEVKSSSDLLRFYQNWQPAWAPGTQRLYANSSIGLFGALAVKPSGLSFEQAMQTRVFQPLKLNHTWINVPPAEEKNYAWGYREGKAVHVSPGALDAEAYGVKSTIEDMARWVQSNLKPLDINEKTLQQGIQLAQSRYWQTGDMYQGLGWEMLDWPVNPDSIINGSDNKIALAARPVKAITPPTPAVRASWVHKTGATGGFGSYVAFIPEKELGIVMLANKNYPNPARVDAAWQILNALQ
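AmpC (5.3 nM in the dispensed reagent) in 20 mM phosphate pH 7.0 with 0.01% (detergent screen) or 0.0001% Triton X-100 was preincubated with compounds for 15 min at room temperature. Nitrocefin was then added from an 800 uM solution, and hydrolysis was followed at 480 nm.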
AmpC inh no detg: inhibitors of E. coli AmpC beta-lactamase without detergent. P00811. AmpC nitrocefin hydrolysis, absorbance 480 nm, 0.0001% Triton. Potency, µM (doses to about 57.1 µM), for the others: at the top dose activity change, negative = inhibition, actives largely listed as inhibitors. 330,000 compounds, 0.52% hits;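 also: potency is read from the fitted curve at half-maximal effect; plate controls were no compound for no effect and no enzyme for full effect; nearly all actives have a fitted effect of over 20% in size; some results filed as inactive show a strong effect at the top dose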
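AmpC (5.3 nM in the dispensed reagent) in 20 mM phosphate pH 7.0 with 0.01% (detergent screen) or 0.0001% Triton X-100 was preincubated with compounds for 15 min at room temperature. Nitrocefin was then added from an 800 uM solution, and hydrolysis was followed at 480 nm.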
FBPA Giardia inh: blocks Giardia fructose-bisphosphate aldolase activity; purified Giardia FBPA; Potency, µM (highest dose often 59.6 µM), for inactives: at the top dose activity, negative = inhibition, actives largely listed as inhibitors; A8B2U2; AID 2451; 290,000 compounds, 0.71% hits; also: potency is read from the fitted curve at half-maximal effect; nearly all actives have a fitted effect of over 55% in size
Target sequence (A8B2U2 whole entry, looked up): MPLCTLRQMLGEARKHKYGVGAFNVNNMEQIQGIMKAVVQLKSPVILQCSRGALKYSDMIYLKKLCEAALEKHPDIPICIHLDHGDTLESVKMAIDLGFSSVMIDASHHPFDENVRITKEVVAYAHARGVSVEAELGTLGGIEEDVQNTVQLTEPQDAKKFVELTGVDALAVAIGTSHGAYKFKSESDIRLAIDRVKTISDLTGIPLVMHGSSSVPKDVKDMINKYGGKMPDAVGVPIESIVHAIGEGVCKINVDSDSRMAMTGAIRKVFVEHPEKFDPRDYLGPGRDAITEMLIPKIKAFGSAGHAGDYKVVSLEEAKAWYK
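40 nM FBPA preincubated 10 min at RT with compound (up to 57.5 uM final), then substrate plus GAPDH/TPI/NAD/arsenate coupling and diaphorase/resazurin added. Fluorescence read after 20 min at RT, 525/598 nm.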
Sm TGR inh: S. mansoni TGR enzyme inhibition; 360,000 compounds, 3% hits; purified TGR, DTNB reduction, TNB absorbance 405 nm; Potency, µM (highest dose often 114 µM), without a hit: at the highest dose activity change, negative = inhibition, most hits filed as inhibitors; also: potency is read from the fitted curve at half-maximal effect; nearly all actives have a fitted effect of over 60% in size
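Kinetic colorimetric format: TGR-catalysed, NADPH-driven DTNB reduction monitored via TNB absorbance. Enzyme dispensed at 20 nM; compound exposure 15 min at room temperature before reaction start.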
An asterisk follows results filed as active; ? = inconclusive; · = not tested or not shown; & = joins results of further samples; [ ] = remark or other dose. Unless noted, calls follow the shape of the dose curve; as a rule, active = well fitted curve in the direction sought with a large enough effect; inconclusive = small, poorly fitted or top-dose-only effect, or another doubt; inactive = no such curve, though single readings can be large; an effect the other way counts as inactive or inconclusive. Unless noted, % is scaled to controls: 0 for no effect and ±100 for the full control effect.

SMILES	HCMV antiviral	HCV inh	AmpC detergent	AmpC inh no detg	FBPA Giardia inh	Sm TGR inh
CCN1CCN(S(=O)(=O)c2ccc3c4c(cccc24)C(=O)N3CC)CC1	-2	11%	·	-9%	·	·
Cc1cccc(C(=O)NC(=S)NNC(=O)COc2c(C)cccc2C)c1	-4	-9%	-12%	-27%	?	-3%
COc1ccc(/C=C/C(=O)O)cc1S(=O)(=O)N1CCC(Cc2ccccc2)CC1	-13	17%	0%	-39%	?	17%
CCOC(=O)c1sc(NC(=O)CN2C(=O)NC3(CCCCCCC3)C2=O)c(C(=O)OCC)c1C	-9	-7%	-6%	-22%	1%	4%
C=CCc1cccc(CNc2nc3ccccc3n2C(C)C)c1O	-38	·	-13%	-9%	-8%	-22%
Cc1cc(NC(=O)C(=O)NCCN2CCN(C(=O)c3cccs3)CC2)ccc1Br	-18	-13%	?	0%	4%	5%
Cc1cccc(-c2nc(CCNC(=O)Cc3ccc(F)cc3)cs2)c1	-29	·	3%	·	·	8%
C=CCNC(=S)N/N=C/c1ccc(N(CC)Cc2ccccc2)cc1	-12	?	-12%	-12%	-1%	-1%
Cc1ccc2c(c1)N(CC(=O)Nc1ccc3c(c1)OCCO3)C(=O)CO2	38	-11%	3%	-34%	-1%	1%
COc1ccc(OCCCc2c(C)n[nH]c2C)cc1	-25	-21%	3%	1%	-21%	-24%
O=S(=O)(c1ccc(Cl)cc1)N(Cc1ccccn1)Cc1ccccn1	·	34%[activator]	1%	10%	-3%	0%
O=c1cc(N2CCc3ccccc3C2)[nH]c(=O)n1C1CCCCC1	-21	?	0%	-15%	4%	-13%
Cc1cc(C)c(NC(=O)c2ccc[n+](Cc3ccc([N+](=O)[O-])cc3)c2)c(C)c1	-11	10%	-6%	-10%	7%	-5%
CC[N+](CC)(CC=C(C)C)CC(=O)OC	-1	6%	2%	-16%	0%	-1%
CCOc1ccc(NS(=O)(=O)c2ccc3[nH]c4c(c3c2)CCCC4)cc1	2	·	4%	·	·	9%
CCCNC(=O)C(Cc1ccc(I)cc1)NC(=O)c1ccc2ccccc2n1 (configuration not stated)	18	?	11%	-1%	·	-1%
Cc1cc(C)nc(NC(=NCCc2c[nH]c3ccccc23)NC(=O)Nc2ccc(Cl)c(Cl)c2)n1	27	?	?	-28%	3%	-6%
O=C(Nc1cccc(-c2cn3c(n2)SCC3)c1)c1ccc2c(c1)OCO2	-21	-27%	-14%	-19%	-10%	-11%
O=C(Nc1ccc2nc3n(c(=O)c2c1)CCCCC3)c1cccc(C(F)(F)F)c1	-69*	·	-4%	·	·	-13%
Cc1ccnc2nc(C(=O)OC(C)C(=O)NCc3ccccc3)nn12 (configuration not stated)	27	4%	6%	-4%	·	-27%
COc1ccc(OC)c(NC(=O)CCCN2C(=S)NC(C)(C)CC2C)c1 (configuration not stated)	-38	13%	-11%	-20%	-15%	-3%
COc1cnn(-c2ccc(C)cc2)c(=O)c1Br	33	0%	-3%	1%	6%	-2%
COCc1cc(=O)[nH]c(/N=C(\N)Nc2ccc(Oc3ccccc3)cc2)n1	-31	5%	-6%	22%	-9%	2%
CC(C)C1(C(C)C)OC(=O)c2ccccc21	17	-1%	-6%	-12%	0%	-4%
Cc1cccc(NC(=O)Nc2ccccc2)n1	-65*	-8%	-11%	-22%	-3%	1%
CCOC(=O)N1CCN(S(=O)(=O)c2c[nH]c(C(=O)OC)c2)CC1	4	-4%	-12%	-11%	-4%	-3%
COC(=O)CSc1nnc(CSc2nc(C)cc(C)n2)n1Cc1ccco1	8	11%&17%	-1%	22%	-4%	40µM*
CC(Sc1nncn1C)C(=O)Nc1ccc(S(N)(=O)=O)cc1 (configuration not stated)	30	16%	-5%	-7%	1%	-1%
CCOc1ccc(S(=O)(=O)N2CCC(C(=O)NC3CC3)CC2)cc1Cl	-37	-8%	-2%	15%	9%	4%
CC(C)(C)C1CCC(N2CCN(c3ccccc3)CC2)CC1 (configuration not stated)	-40	?	?	-10%	?	6%
CCCCC(=O)Nc1nnn(CCC)n1	8	23%	?	-4%	4%	-1%
CCOC(=O)c1cccc(NC(=O)c2cc(CN3CCCC3)on2)c1	88	·	21%	·	·	6%
CCCc1nnc(SCC(=O)Nc2ccc(OCC)cc2)n1N	22	0%	?	-8%	0%	0%
COc1ccccc1NC(=O)CSC1=Nc2ccccc2C2=NC(CC(=O)NCCc3ccccc3)C(=O)N12 (configuration not stated)	6	·	-6%	·	·	-5%
Cc1ccc(Cl)cc1NC(=O)COC(=O)CN1C(=O)C2CCCCC2C1=O (configuration not stated)	-17	-21%	-15%	-7%	·	-8%
CC1(C)CC(Nc2ccc(C(F)(F)F)cc2[N+](=O)[O-])CC(C)(C)N1	5	?	8%	2%	4%	·
COC(=O)CCc1c(C)c(C#N)c2nc3ccccc3n2c1N1CCCC1	27	2%	?	-22%	8%	-14%
Cc1ccn(S(=O)(=O)c2ccc3oc(=O)ccc3c2)n1	-4	14%	-10%	-10%	0%	9%
CCc1ccc(N2C(=O)C3C4C=CC(CC4)C3C2=O)cc1 (configuration not stated)	-8	1%	-11%	-13%	12%	3%
Cc1ccc(C)c(C(=O)COC(=O)c2cc([N+](=O)[O-])ccc2NCCO)c1	29	?	-4%	13%	-10%	0%
CC(=O)c1ccc(OCC(=O)N2CCN(S(=O)(=O)c3ccc(Br)s3)CC2)cc1	-27	?	-13%	3%	·	-3%
Cc1ccc(-c2nnc(Nc3ccccc3)o2)cc1	?	-10%	5%	-23%	0%	-32%
COC(=O)c1cc2c(ccn2-c2ccc(F)cc2)n1Cc1ccc(OC(C)=O)cc1	-1	8.9µM*	4%	1%	2%	7%
Cc1cc(OC(=O)CCCNC(=O)OC(C)(C)C)c2c3c(c(=O)oc2c1)CCC3	-16	?	?	11%	1%	5%
CC1CCN(C(=O)c2ccccc2NC(=O)c2cccc(S(=O)(=O)N3CCOCC3)c2)CC1	-13	15%	-3%	66%[activator]	2%	-3%

Entries of single compounds from above:
O=C(Nc1cccc(-c2cn3c(n2)SCC3)c1)c1ccc2c(c1)OCO2 is listed as HCMV antiviral: -21; HCV inh: -27%; AmpC detergent: -14%; AmpC inh no detg: -19%; FBPA Giardia inh: -10%; Sm TGR inh: -11%
O=S(=O)(c1ccc(Cl)cc1)N(Cc1ccccn1)Cc1ccccn1 is listed as HCMV antiviral: ·; HCV inh: 34%[activator]; AmpC detergent: 1%; AmpC inh no detg: 10%; FBPA Giardia inh: -3%; Sm TGR inh: 0%

Following part.
SMILES	HCMV antiviral	HCV inh	AmpC detergent	AmpC inh no detg	FBPA Giardia inh	Sm TGR inh
CC(=O)Oc1ccc(C(=O)N2c3ccccc3NC(=O)C2C)cc1 (configuration not stated)	-38	-2%	0%	-11%	2%	7%
Cc1ccc(NC(=O)Cn2nnc(C(=O)NCCc3ccccc3)c2N)cc1C	30	·	16%	·	·	-2%
O=C(NC1CC1)c1cc(Cl)ccc1[N+](=O)[O-]	-6	4%	-10%	-6%	11%	10%
COc1cccc(NC(=O)C(C)N2C(=O)c3ccccc3S2(=O)=O)c1 (configuration not stated)	-16	1%[8.37 µM]	?	?	·	0%
Cc1ccc(-c2cccc(C3CC=CC4C3C(=O)N(Cc3ccccc3)C4c3ccc(C(F)(F)F)cc3)c2)cc1 (configuration not stated)	?	16%	-9%	-30%	0%&-1%	-7%
COc1cc2c(cc1OC)C(C)N(C(=O)c1sccc1C)CC2 (configuration not stated)	?	-4%	-1%	-1%	·	3%
COc1cccc(C(=O)C2CCCN(Cc3cccc(OCCO)c3)C2)c1 (configuration not stated)	55	2%	?	9%	1%	-1%
CN=C1SC(CC(=O)Nc2ccc(F)cc2F)C(=O)N1/N=C(\C)c1cccc(OCC(=O)O)c1 (configuration not stated)	-22	-16%	9%	-13%	-2%	-2%
COc1cc(NC(=O)c2cccnc2Sc2ccc(C)c(C)c2)cc(OC)c1OC	-35	0%	-3%	-2%	-3%	-1%
CCOC(=O)c1ccccc1NC(=O)c1c(-c2ccccc2)noc1C	-13	·	2%	·	·	17%
CCOC(=O)C1CCN(C(=O)Cn2ncc3c4ccccc4n(Cc4ccc(F)cc4)c3c2=O)CC1	7	·	15%	·	·	3%
COCc1ccc(CN2CCCC(C(=O)Nc3ccc(-c4cscn4)cc3)C2)o1 (configuration not stated)	-8	-12%	6%	35%	5%	?
C=CCNC(=O)c1ccccc1NC(=O)c1ccc(Cl)c(S(=O)(=O)Nc2cc(C)ccc2C)c1	-18	13µM*	2%	-57%	0%	-10%
COC(=O)c1ccc(COC(=O)CNC(=O)C2CCCCC2)cc1	-24	-6%	·	-17%	·	·
CCN(c1ccc(OC)cc1)S(=O)(=O)c1csc(C(N)=O)c1	-2	10%	1%	-31%	-1%	0%

Four entries picked at random from those above, as already listed:
SMILES	HCMV antiviral	HCV inh	AmpC detergent	AmpC inh no detg	FBPA Giardia inh	Sm TGR inh
C=CCc1cccc(CNc2nc3ccccc3n2C(C)C)c1O	-38	·	-13%	-9%	-8%	-22%
O=S(=O)(c1ccc(Cl)cc1)N(Cc1ccccn1)Cc1ccccn1	·	34%[activator]	1%	10%	-3%	0%
CC[N+](CC)(CC=C(C)C)CC(=O)OC	-1	6%	2%	-16%	0%	-1%
CCOc1ccc(NS(=O)(=O)c2ccc3[nH]c4c(c3c2)CCCC4)cc1	2	·	4%	·	·	9%

(cont.)
SMILES	HCMV antiviral	HCV inh	AmpC detergent	AmpC inh no detg	FBPA Giardia inh	Sm TGR inh
S=C(c1ccc(Br)cc1)N1CCN(Cc2ccccc2)CC1	-6	-7%	-16%	2%	14µM*	-17%
Cc1ccc(C)c(CN2C(=O)c3ccccc3S(=O)c3ccc(C(=O)NCCCN4CCCC4)cc32)c1 (configuration not stated)	?	7.1µM*	?	174%[activator]	-13%	4%
CCOc1c(OC)cccc1C1CC(=O)Nc2cc3c(cc21)OCCO3 (configuration not stated)	-7	?	-11%	?	0%	-1%
Cc1cccc(-c2oc3ccccc3c2-c2ccc3c(c2)OCO3)c1	24	-25%	?	-35%	6%	-14%
CC1CCc2sc(C(=O)NC(C)C3CCCO3)cc2C1 (configuration not stated)	65	6%	-11%	14%	·	-20%
Clc1ccc(OCCN2CCOCC2)cc1	22	8%	0%	-8%	2%	4%
CCc1noc(C)c1C(=O)Nc1cc(S(=O)(=O)N2CCCCC2)ccc1N(C)C	2	-1%	-8%	73%[activator]	·	-7%
COc1ccc(Cl)cc1NC(=O)Cn1c(NCCO)nc2ccccc21	71	5%	-11%	-24%	7%	-9%
S=C(NCc1cccs1)Nc1ccc(Cl)cc1	-27	-24%	-5%	-27%	1%	-17%
COc1ccc(-n2ncc(N(C)n3cccc3)c(Cl)c2=O)cc1	79	13%	-3%	-11%	-1%	0%
COc1ccc(C(CNC(=O)c2sccc2C)N2CCOCC2)cc1 (configuration not stated)	-8	41%[activator]	-10%	-6%	·	-5%
C=CCn1c(O)c(N=NC(=O)CNC(=O)/C=C/c2ccco2)c2ccccc21	-14	7%	-12%	-9%	-5%	18µM*
COc1ccc(S(=O)(=O)N2CCN(C)CC2)c(C)c1	16	16%	-11%	-3%	5%	6%
COc1cc(OC)c2c(-c3cccc(-c4ccc(C(F)(F)F)cc4)c3)cc(=O)oc2c1	-10	-3%	·	-1%	-8%	·
O=C(CSc1ccc(F)cc1)NC1CCCCC1	13	13%	0%	-12%	0%	-20%

Compound activity from PubChem.
